High-throughput results deposited in PubChem by National Center for Advancing Translational Sciences (NCATS).
PNC inhibitor = High Content Assay for Compounds that inhibit the Assembly of the Perinucleolar Compartment. AID 2417, 2010. activity change (PNC), negative = inhibition, % at 10 µM. PC3M PTB-GFP, PNC prevalence imaging, 16 h; stronger effect = lower value. 140,000 compounds, 3.1% hits;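 active = readout at or below -70, meaning at least 70% loss of cells showing the perinucleolar compartment, a nuclear body marking cancer cells; inconclusive = readout between -30 and a set limit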;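 also: plate controls were DMSO wells for no effect and camptothecin positive control wells for full effect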
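Compounds are pinned in duplicate onto adhered PC3M cells stably expressing GFP-tagged PTB and incubated 16 h at 37 C. Cells are then fixed, nuclei stained with Hoechst, and PNC-positive cells counted.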
IMPase inh = qHTS Assay for Identifying the Cell-Membrane Permeable IMPase Inhibitors. AID 901, 2007. CHO-M1 cells, IP1 accumulation, HTRF TR-FRET ratio. 120,000 tested, under 10 active. Inositol monophosphatase 1 (Rattus norvegicus), P97697. inhibition (IP1 accumulation), % at 46.1 µM; active = well fitted curve in the direction sought with a large enough effect in the signal ratio, not every such curve was filed as active; inconclusive = small, poorly fitted or top-dose-only effect, or a change in a side signal; inactive = no such curve, though single readings can be large or run the other way; the % refers to the signal ratio;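 also: cells stimulated with carbachol in lithium chloride buffer; plate controls were DMSO basal wells for no effect and reference inhibitor wells for full effect; higher means more IMPase inhibition seen as more IP1 and lower FRET ratio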
Target sequence (P97697 whole entry, looked up): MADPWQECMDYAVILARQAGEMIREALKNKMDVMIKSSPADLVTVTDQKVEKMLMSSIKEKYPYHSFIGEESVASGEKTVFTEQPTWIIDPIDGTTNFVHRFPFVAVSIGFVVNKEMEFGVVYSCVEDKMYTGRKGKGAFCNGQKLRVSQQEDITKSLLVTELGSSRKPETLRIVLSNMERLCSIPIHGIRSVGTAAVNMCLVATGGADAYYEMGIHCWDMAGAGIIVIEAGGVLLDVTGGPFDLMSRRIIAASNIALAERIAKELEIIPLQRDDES
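CHO-M1, 2000 cells/well, cultured 16–30 h; cpd up to 46 uM; carbachol (50 uM solution, stimulation buffer w/ 50 mM LiCl, pH 7.4), 30 min 37C; IP-One TR-FRET, 10 min RT; Ex 320/Em 665, 620; Hill-fit AC50.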
12-hLO inh = qHTS Assay for Inhibitors of 12-hLO (12-human lipoxygenase). Polyunsaturated fatty acid lipoxygenase ALOX12 (Homo sapiens), P18054. purified 12-hLO, xylenol orange hydroperoxide absorbance. Potency, µM (highest dose often 57.1 µM), without a hit: top-dose activity change, negative = inhibition, usual class: inhibitors. 150,000 compounds, 0.12% hits. AID 1452, 2008; also: potency is read from the fitted curve at half-maximal effect; nearly all actives have a fitted effect of over 55% in size; many of its hits are not listed in these tables
Target sequence (P18054 whole entry, looked up): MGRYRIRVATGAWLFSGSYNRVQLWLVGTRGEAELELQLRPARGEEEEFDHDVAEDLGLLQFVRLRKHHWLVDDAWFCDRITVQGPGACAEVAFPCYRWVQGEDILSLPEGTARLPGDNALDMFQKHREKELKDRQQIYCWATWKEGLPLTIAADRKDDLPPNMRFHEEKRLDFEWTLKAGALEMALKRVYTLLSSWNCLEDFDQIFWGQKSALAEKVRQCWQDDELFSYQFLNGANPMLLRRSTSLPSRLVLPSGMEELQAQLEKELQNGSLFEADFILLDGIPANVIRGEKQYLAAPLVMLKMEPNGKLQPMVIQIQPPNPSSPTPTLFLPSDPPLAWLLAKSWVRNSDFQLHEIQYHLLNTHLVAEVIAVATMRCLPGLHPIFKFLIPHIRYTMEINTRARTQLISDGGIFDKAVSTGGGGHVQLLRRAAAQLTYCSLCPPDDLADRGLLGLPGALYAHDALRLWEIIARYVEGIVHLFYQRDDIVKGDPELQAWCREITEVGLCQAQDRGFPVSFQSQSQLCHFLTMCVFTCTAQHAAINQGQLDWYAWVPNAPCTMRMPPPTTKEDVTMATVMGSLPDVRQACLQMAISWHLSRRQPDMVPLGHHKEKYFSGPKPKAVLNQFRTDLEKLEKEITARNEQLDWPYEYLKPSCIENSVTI
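Hydroperoxide output read as Fe(III)-xylenol orange absorbance, 573-to-405 nm ratio, after 30 min reaction with 40 uM arachidonic acid. Enzyme: 150 nM purified human 12hLO, 15 min compound preincubation; 25 mM Hepes pH 7.0, room temperature.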
15-hLO-2 inh = qHTS Assay for Inhibitors of 15-hLO-2 (15-human lipoxygenase 2) | AID 881, 2007 | purified 15hLO-2, xylenol orange hydroperoxide absorbance | Potency, µM (titrated, usually from 57.1 µM), inactives show at the top dose activity change, negative = inhibition, actives largely listed as inhibitors | 110,000 compounds, 0.56% hits | Polyunsaturated fatty acid lipoxygenase ALOX15B (Homo sapiens), O15296; also: potency is read from the fitted curve at half-maximal effect; nearly all actives have a fitted effect of over 60% in size; many of its hits are not listed in these tables
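Enzyme 50 nM, AA 45 uM, 25 mM Hepes pH 7.5 + 0.01% Triton X-100; cpd preinc 15 min RT, rxn 90 min RT; stop/detect with 200 uM XO + 300 uM Fe(II) in 50 mM H2SO4, 30 min; A573/A405.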
The depositor's hits bear a star; u = inconclusive; x = no result given; [ ] = remark or other dose. Unless noted, calls follow the shape of the dose curve; as a rule, active = well fitted curve in the direction sought with a large enough effect; inconclusive = small, poorly fitted or top-dose-only effect, or another doubt; inactive = no such curve, though single readings can be large; an effect the other way counts as inactive or inconclusive. Unless noted, % is scaled to controls: 0 for no effect and ±100 for the full control effect. These rows are one share of the data; rates above refer to the full screens.

SMILES	PNC inhibitor	IMPase inh	12-hLO inh	15-hLO-2 inh
CCOCCCNC(=O)c1ccc(CS(=O)(=O)Cc2ccc(C)cc2)o1	90	0	3%	-3%
O=C(COc1ccc(-c2nnco2)cc1)NC1CCCc2ccccc21 (stereo not given)	3	-3	1%	-2%
CCOC(=O)CN(C(=O)CSc1nnc(-c2ccc(OC)c(OC)c2)o1)c1ccc(F)cc1	7	4	7%	4%
CCOc1cc(C(=O)N/N=C/C2CC=CCC2)cc(OCC)c1OCC (stereo not given)	63	x	7%	x
CC1CN(C(=O)c2c([N+](=O)[O-])cnn2C)CC(C)O1 (stereo not given)	u	-3	4%	-5%
COc1ccc(CN(C(=O)c2ccco2)c2ccc(C)cc2)cc1OC	u	7	-5%	-4%
CCN(CC)S(=O)(=O)c1ccc2c(c1)c(=O)c(C(=O)N1CCOCC1)cn2C	8	0	3%	1%
CCN(CC)c1cc(C)c2cc(NC(=O)c3ccc(Br)o3)ccc2n1	u	18	1%	31%[activator]
Cc1cc(C)cc(N(CC(=O)N2CCOCC2)S(=O)(=O)c2ccccc2)c1	u	11	0%	x
CC1=N/C(=C/c2ccc([N+](=O)[O-])cc2)C(=O)N1c1ccc(Cl)cc1Cl	u	4	-10%	-7%
COc1ccc(-c2cc(C(=O)NCc3cn(C)nc3C)c3ccccc3n2)cc1OC	2	x	-1%	x
CCC12CN3CC(CC)(CN(C1)C3c1ccccc1Cl)C2O (stereo not given)	18	2	-1%	5%
CCS(=O)(=O)N1CCCC(C(=O)NCCN(C)Cc2ccccc2)C1 (stereo not given)	39	1	4%	3%
COc1ccc(/C=N/OCc2nc3c4c(ncn3n2)Oc2ccc3ccccc3c2C4c2ccccc2)cc1 (stereo not given)	-1	3	1%	-10%
C/C(=N\NC(=O)c1csc(C)c1C)c1ccc(Cl)s1	u	-1	3%	3%
COc1ccccc1N1CCN(S(=O)(=O)/C=C/c2ccccc2)CC1	15	9	8%	7%
Cc1cc(C)n(Cc2ccccc2F)c(=O)c1C#N	63	x	0%	x
CCOC(=O)/C=C1\SCC(=O)N1CC(=O)NC(C)c1ccc(F)cc1 (stereo not given)	15	6	-8%	x
Cc1cccc(NC(=O)CSc2nc3[nH]ncc3c(=O)[nH]2)c1	u	x	-3%	x
Cc1ccc2nc(-c3ccncc3)cc(-c3ccccc3)c2c1	11	8	-1%	15%
Cc1c(NS(=O)(=O)c2ccc(N3CCCCC3)c([N+](=O)[O-])c2)c(=O)n(-c2ccccc2)n1C	14	x	0%	x
COc1cc2c(cc1OC)C(C(=O)NCC1COc3ccccc3O1)C(c1cccnc1)N(C)C2=O (stereo not given)	-2	-2	1%	1%
CC(/C=C1\SC(=O)N(CCCC(=O)O)C1=O)=C\c1ccccc1	48	x	4%	x
CC(C)(Oc1ccc(Cl)cc1)C(=O)NC1=NN(c2ccccc2)C(=O)C1	-30	x	-14%	x
Clc1ccc(-n2nnnc2CN2CCOCC2)cc1	7	-5	0%	-5%
CCC(C)N1C(=O)S/C(=C/c2ccc(Sc3nc4ccccc4[nH]3)o2)C1=O (stereo not given)	u	9	-4%	43%[activator]
Cc1nc2ccccc2n1CC(=O)NCc1ccccc1	-103*	4	-1%	-7%
O=C(COC(=O)C1=COCCO1)NCCCc1ccccc1	16	3	5%	-7%
O=S(=O)(Cc1ccccc1)N1CCCCCC1	7	2	1%	1%
Cc1cc(C(=O)CSc2nnc(-c3ccccc3)o2)c(C)n1CC1COc2ccccc2O1 (stereo not given)	-29	7	2%	-20%
CCc1cccc(NC(=O)NC2CCCCC2)c1	5	-10	5%	-6%
Cc1ccc(C(=O)COC(=O)CCCC(=O)Nc2cc(C(F)(F)F)ccc2Cl)cc1C	14	4	2%	x
COc1ccc(C(=O)OCC(=O)Nc2ccc(Cl)c(C(F)(F)F)c2)c(OC)c1OC	u	9	-1%	x
CC(=O)NNS(=O)(=O)c1ccccc1[N+](=O)[O-]	u	7	-2%	x
Cc1ccc(CCN2CC(C(=O)NCCN3CCCCCC3)CC2=O)cc1 (stereo not given)	-12	5	-7%	5%
COc1ccc(CCNC(=O)c2[nH]c(C)c(C(C)=O)c2C)cc1	-13	-1	0%	-10%
CCCn1c2ccccc2c2nnc(SC(CC)C(=O)Nc3sc4c(c3C#N)CCCC4)nc21 (stereo not given)	u	-5	2%	-5%
Clc1ccc2c(NCCNC3CCCCC3)ccnc2c1	x	x	-9%[11.4 µM]	28%[11.4 µM]
CNS(=O)(=O)c1cnccc1N1CCN(c2cccc(C)c2)CC1	32	-8	2%	-2%
CCOC(=O)CCCNC(=O)CCNC(=O)c1ccc(OC)cc1	u	-8[1.84 µM]	4%	3%[11.4 µM]
COc1cccc(NC(=O)CCN2CCN(c3ccccc3F)CC2)c1	u	5	2%	31%[activator]
CCOC(=O)c1c(NC(=O)C2CCN(S(=O)(=O)c3ccc(Cl)cc3)CC2)sc2c1CCCC2	-9	-7	-3%	x
O=C(C1CCCCC1)N1CCN(S(=O)(=O)c2ccc(Br)cc2)CC1	-21	-1	-21%	1%
O=c1c(F)cn(C2CCCO2)c(=O)n1Cc1ccccc1F (stereo not given)	u	-5	-2%	-3%
CCCSc1nnc(-c2cccc(S(=O)(=O)N(C)C)c2)n1-c1cc(OC)ccc1OC	20	8	-5%	-3%
CCN1CC2CCCC3(C1)C(=O)NC1(CCCCC1)N=C23 (stereo not given)	35	-3	1%	13%
COc1ccc(-c2nc(C#N)c(NCc3ccccc3Cl)o2)cc1OC	-13	-4	-5%	-12%
Cc1nccn1Cc1cccc2ccccc12	-21	1	3%	7%
N/C(=N\OC(=O)c1ccc2c(c1)OCO2)c1ccc(Cl)cc1	u	6	-3%	-10%
CN(C)S(=O)(=O)Oc1ccsc1C(=O)Nc1ccc(Cl)cc1	u	7	-14%	10%
COc1ccc(CCNc2cc(C)nc3c(-c4ccccc4)cnn23)cc1OC	u	-11	-10%	x
CCCCSc1nc(SCC(=O)NCc2ccco2)c2c3c(sc2n1)COC(C)(CC)C3 (stereo not given)	-10	-14	-5%	-22%
COc1ccccc1C(=O)NC1CCCCCCC1	-25	2[0.0738 µM]	4%	x
Cc1ccc(Cn2nc(C)c(NC(=O)CCCn3nc(C)c([N+](=O)[O-])c3C)c2C)cc1	u	x	-1%	x
CC(C)(C)OC(=O)N1CC=C2C(C#N)=C(N)C(C#N)(C#N)[C@H](c3cccnc3)[C@H]2C1	u	13	3%	-18%
CC(C)(C)NC(=O)C(=O)N/N=C/c1ccc(Br)cc1	-5	7	5%	-4%
COCCNC(=O)C(c1ccco1)N(C(=O)Cn1nnc2ccccc21)c1cc(C)ccc1C (stereo not given)	-13	4	-13%	0%
CC(Sc1nc(-c2ccccc2)cc(C(F)(F)F)n1)C(=O)N1CCOCC1 (stereo not given)	u	-1	5%	x
CCOc1ccc(C2C(C#N)=C(N)SC(N)=C2C#N)c(OCC)c1	-1	u	-9%	-21%[11.4 µM]
C=CCN1CCN(Cc2cnc(Cl)s2)CC1	u	14	0%	-2%

More entries follow:
SMILES	PNC inhibitor	IMPase inh	12-hLO inh	15-hLO-2 inh
Cc1ccc(S(=O)(=O)N2CCN(C(=O)CSc3nc4ccccc4c(=O)[nH]3)CC2)c(C)c1	u	11	-6%	-3%
CCC(=O)Nc1cc(-c2nnc(OC)c3ccccc23)ccc1N1CCOCC1	7	-5	-2%	-3%
CC(C)(C)NC(=O)CSc1nnc(Cc2ccc3c(c2)OCO3)n1C1CCCCC1	53	8	-10%	u
O=C(O)CSC1=NCCN1	x	x	3%[11.4 µM]	-2%[11.4 µM]
CC1(C)Cc2ccccc2C(c2cc3ccccc3oc2=O)=N1	-7	10	2%	x
CCOc1ccc(N=CC2=C(O)CC(c3ccco3)CC2=O)cc1 (stereo not given)	10	x	0%	x
CCNc1nc(NC(C)C)nc(OCC)n1	34	1	-1%	5%
Cc1cc(Nc2ccccc2)c2c([N+](=O)[O-])c(C)cc(C)c2n1	u	9	-2%	9%
Cc1ccc(/C=N/NC(=O)CSc2nc3ccccc3n2C)s1	93	5	0%	2%
CN1C(=O)c2ccccc2C(C(=O)O)C1c1cn(C)c2ccccc12 (stereo not given)	54	14	1%	-7%
OCCCn1c(-c2ccccc2)n[nH]c1=S	1	-10	-5%	x
COc1ccc(-n2c(=O)c(-c3cccs3)nc3cnc(Nc4cccc(OC)c4)nc32)cc1	x	x	-5%	-17%
CCOC(=O)COn1c(-c2cccc(Cl)c2)nc2ccc([N+](=O)[O-])cc21	u	5	-5%	5%
O=C(NNC(=O)C(c1ccccc1)c1ccccc1)c1cccs1	-18	3[1.84 µM]	0%	2%[11.4 µM]
COC(=O)[C@H](Cc1ccccc1)NC(=O)[C@@H]1C[C@H]1[C@@H](NC(=O)OCc1ccccc1)c1ccccc1	u	x	1%	x
COCCOC(=O)C1=C(C)N(Cc2ccccc2)C(=O)NC1c1cccc(OC)c1OC (stereo not given)	15	8	-1%	-5%
O=C(CNc1ccccc1)NNC1=NCCC1	-20	x	-3%	x
CC(NC(=O)C12CC3CC(C1)CC(n1cncn1)(C3)C2)C12CC3CC(CC(C3)C1)C2 (stereo not given)	42	8	4%	42%[activator]
COC(=O)c1cc(OC)c(OC)cc1NC(=O)c1c(-c2ccccc2)noc1C	28	u	0%	6%
COc1cccc(O[C@@H]2O[C@@H]3COC(C)(C)O[C@H]3[C@H](O)[C@H]2NC(C)=O)c1	-2	8	1%	x
COc1ccc(CN=C2NC(=O)CC(C(=O)Nc3ccccc3C)S2)cc1 (stereo not given)	8	3	2%	x
O=[N+]([O-])c1ccc(/C=C/c2nc3ccc([N+](=O)[O-])cc3[nH]2)cc1	29	x	8%	x
COc1cc(/C=C/C(=O)Nc2ccccc2C(F)(F)F)cc(OC)c1OC	96	-15	-8%	-7%
CC1CC(C)CN(C(=O)/C(=C\c2ccccc2)c2ccccc2)C1 (stereo not given)	10	x	-2%	x

The final four compounds of the part above lead into the next:
SMILES	PNC inhibitor	IMPase inh	12-hLO inh	15-hLO-2 inh
COc1ccc(CN=C2NC(=O)CC(C(=O)Nc3ccccc3C)S2)cc1 (stereo not given)	8	3	2%	x
O=[N+]([O-])c1ccc(/C=C/c2nc3ccc([N+](=O)[O-])cc3[nH]2)cc1	29	x	8%	x
COc1cc(/C=C/C(=O)Nc2ccccc2C(F)(F)F)cc(OC)c1OC	96	-15	-8%	-7%
CC1CC(C)CN(C(=O)/C(=C\c2ccccc2)c2ccccc2)C1 (stereo not given)	10	x	-2%	x
CCOC(=O)/C(=C\C=C1/Sc2ccccc2N1CC)C(C)=O	8	x	-3%	x
O=C(Nc1cccc(C(F)(F)F)c1)C1CCCCC1	3	-6	-2%	-1%
Cc1cc(NC(=O)Nc2cccc(C(F)(F)F)c2)no1	-16	2	-11%	-4%
COC(=O)C1=C(C)NC(C)=C(C(=O)OC)C1C(=O)OCCN1C(=O)c2ccccc2C1=O	28	6	0%	2%
Cn1nnnc1SCC(=O)Nc1ccccc1[N+](=O)[O-]	-23	3	-3%	7%
CC1=C(C(=O)OC2CCCC2)C(c2ccc(C)o2)C2=C(CC(c3cccs3)CC2=O)N1 (stereo not given)	u	8	-13%	-10%
O=c1[nH]c(CO)nc2c1oc1ccccc12	11	-12	-1%	0%
CCNC(=O)NC(=O)C(C)Oc1ccc(C(=O)OC)cc1 (stereo not given)	-1	8	-4%	13%
